HT1080 IDH1KD tx – qHTS for induction of synthetic lethality in tumor cells producing 2HG: qHTS for the HT-1080-IDH1KD cell line; HT-1080 IDH1 knockdown viability, ATP luminescence, 48 h; Potency, µM (series often up to 46.1 µM), inactives show top-dose activity, negative = toxicity, hits mostly cytotoxic; 360,000 compounds, 2% hits; AID 686971, 2013;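 also: potency is read from the fitted curve at half-maximal effect; 0% = DMSO wells and -100% = cell-free medium wells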
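CellTiter-Glo luminescence after 48 h compound exposure at 37 degrees C of IDH1-knockdown HT-1080 cells in 5% FBS RPMI. %Activity scaled between DMSO wells and cell-free media wells, with curves fitted and assigned curve classes.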
MCF10A rereplic – A quantitative high throughput screen for small molecules that induce DNA re-replication in MCF 10a normal breast cells. MCF 10A DNA re-replication, Hoechst nuclear intensity, 48 h. Potency, µM (series often up to 46.1 µM), inactives show at the top dose activity, positive = re-replication, most hits filed as activators. 350,000 compounds, 2.9% hits; also: potency is read from the fitted curve at half-maximal effect; % of control where 0% means no effect; nearly all actives have a fitted effect of over 50% in size
ATXN2 expr inh – Primary qHTS for Inhibitors of ATXN expression | 360,000 compounds, 0.72% hits | Potency, µM (titrated, usually from 57 µM), for inactives: at the top dose activity change, negative = inhibition, usual class: inhibitors | HEK-293 ATXN2-luciferase reporter, luminescence, 24 h; also: potency is read from the fitted curve at half-maximal effect; % is scaled to controls: 0 for no effect and ±100 for the full control effect; nearly all actives have a fitted effect of over 55% in size
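ATXN2-luciferase reporter cells (luciferase flanked by upstream and downstream ATXN2 gene portions) were treated 24 h at 37 °C with compounds at up to 57 uM. SteadyGlo luminescence gave expression; GF-AFC fluorescence gave viability.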
IL-1B inflam inh – qHTS for Inhibitors of Inflammasome Signaling: IL-1-beta AlphaLISA Primary Screen; THP-1 LPS/ATP IL-1B secretion, AlphaLISA, 16 h; hits give low values; activity change, % at 57.5 µM; 360,000 compounds, 4.7% hits; in the data active = activity change below about -50%; inconclusive = mostly about -30% to -49%; also: % is scaled to controls: 0 for no effect and ±100 for the full control effect
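THP-1 cells pretreated 1 hr with compounds (up to 57.5 uM final), then stimulated with LPS (250 ng/mL final) plus ATP (1.25 mM final); secreted IL-1B measured by AlphaLISA after 16 hr, decreased signal indicating inhibition.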
SW480 rerep – A quantitative high throughput screen for small molecules that induce DNA re-replication in SW480 colon adenocarcinoma cells | SW480 DNA re-replication, Hoechst DNA content imaging, 48 h | Potency, µM (doses to about 46.1 µM), for inactives: top-dose re-replication activation, most hits filed as activators | 340,000 compounds, 1.8% hits | AID 624297, 2012; also: potency is read from the fitted curve at half-maximal effect; % of control where 0% means no effect; nearly all actives have a fitted effect of over 55% in size
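Per well, 250 cells were exposed to pinned compound for 48 hr. Nuclear DNA was visualised with Hoechst (40 min, 37 C) and total object intensity recorded by fluorescence scanning.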
KB-3-1 cytotox – qHTS assay for MDR1-selective chemotherapeutics: Primary screen using the parental adenocarcinoma cell KB-3-1. KB-3-1 viability, CellTiter-Glo ATP luminescence, 72 h. Potency, µM (series often up to 46.1 µM), inactives show at the top dose activity change, negative = cytotoxic, hits mostly cytotoxic. 400,000 compounds, 1.4% hits. AID 1347075, 2019; also: potency is read from the fitted curve at half-maximal effect; % is scaled to controls: 0 for no effect and ±100 for the full control effect; nearly all actives have a fitted effect of over 60% in size
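Parental KB-3-1 viability, qHTS format: 72 h compound exposure, 37 °C; CellTiter-Glo; media-only wells and DMSO plates as controls; concentration-effect fits on corrected data.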
HT1080-NT tox – qHTS for induction of synthetic lethality in tumor cells producing 2HG: qHTS for the HT-1080-NT fibrosarcoma cell line | HT-1080-NT fibrosarcoma viability, CellTiter-Glo ATP luminescence, 48 h | 360,000 compounds, 1.6% hits | Potency, µM (highest dose often 46.1 µM), for the others: top-dose activity, negative = less viability, most hits filed as cytotoxic;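 also: NT is the 2HG producing partner of a matched IDH1 knockdown line; potency is read from the fitted curve at half-maximal effect; 0% = DMSO-treated cells and -100% = media-only wells without cells; nearly all actives have a fitted effect of over 55% in size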
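750 cells/well, RPMI + 5% FBS; 2 h settle, compound pin-transfer, 48 h at 37 degrees C. CellTiter-Glo 10 min RT, luminescence. Normalized to DMSO and media-only wells.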
S2 tox – Viability Counterscreen for Primary qHTS for Inhibitors of ATXN expression | S2 cells (HEK-293 line with an ATXN2-luciferase reporter) viability, CellTiter-Fluor protease fluorescence, 24 h | Potency, µM (highest dose often 56.7 µM), actives largely listed as cytotoxic | 400,000 compounds, 0.49% hits; also: potency is read from the fitted curve at half-maximal effect; nearly all actives have a fitted effect of over 40% in size
HepG2 viability – qHTS for Inhibitors of TGF-b: Cytotox Counterscreen. 410,000 compounds, 0.76% hits. AID 588856, 2011. Potency, µM (titrated, usually from 46.1 µM), for inactives: at the top dose activity change, negative = cytotoxicity, usual class: cytotoxic. HepG2 CAGA-GFP viability, ATP luminescence, 18 h; also: potency is read from the fitted curve at half-maximal effect; some results filed as inactive show a strong effect at the top dose
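HepG2 CAGA-GFP cells (1000/well, DMEM with 1% FBS) received compound, then TGF-beta at 500 pg/mL final, and were incubated 18 hours at 37 degrees C. Viability was read by CellTiter-Glo luminescence. Media-only wells were set as complete cell-killing and DMSO as no toxicity.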
An asterisk follows results filed as active; i = inactive; ? = inconclusive; . = not tested or not shown; & = joins results of further samples; [ ] = dose if it differs, or a comment. Unless noted, calls follow the shape of the dose curve; as a rule, active = well fitted curve in the direction sought with a large enough effect; inconclusive = small, poorly fitted or top-dose-only effect, or another doubt; inactive = no such curve, though single readings can be large; an effect the other way counts as inactive or inconclusive. Rows are unselected, and some 8.9% of all compounds hit somewhere here.

| smiles | HT1080 IDH1KD tx | MCF10A rereplic | ATXN2 expr inh | IL-1B inflam inh | SW480 rerep | KB-3-1 cytotox | HT1080-NT tox | S2 tox | HepG2 viability |
| --- | --- | --- | --- | --- | --- | --- | --- | --- | --- |
| CC1CCN(C(=O)Cn2c(=O)n(Cc3ccc4c(c3)OCO4)c(=O)c3ccccc32)CC1 | -11% | 5% | 4% | -29 | 14% | -14% | -7% | i | 1% |
| CSC1=NCCN1C(=O)c1ccc(S(=O)(=O)N2CCCCC2)cc1 | 0% | ? | 5% | 6 | -14% | -1% | 2% | i | 2% |
| O=S(=O)(c1cccc(F)c1)N1CCC(c2nc3ccccc3s2)CC1 | . | . | 3% | . | . | 2% | . | i | -10% |
| CC(=O)c1c(C)[nH]c(C(=O)OC2CCOC2=O)c1C (configuration not stated) | 16% | 1% | -2% | 2 | -10% | 3% | 17% | i | -6% |
| O=C(N/N=C/c1cccc(F)c1)c1c(O)c2c([nH]c1=O)CCCC2 | 23% | 1% | 52%[activator] | 4 | 0% | ? | 27% | i | -10% |
| Cc1ccc(F)cc1NC(=O)C1CC(=O)N(Cc2ccccc2)C1 (configuration not stated) | 5% | . | . | 8 | . | 22% | -1% | i | -8% |
| COc1ccc(NC(=O)CO/N=C(\C)c2cccs2)cc1 | -5% | -6% | -2% | -13 | 0% | -8% | 1% | i | 0% |
| CSCC[C@H](NC(=O)OC(C)(C)C)c1nnc(SCC=C(C)C)o1 | 3% | 6% | 3% | 14 | -16% | -4% | 13% | i | -37% |
| Cc1ccsc1C(=O)NC1CCCCC1C (configuration not stated) | 0% | 5% | . | -1 | -7% | 3% | 0% | i | 5% |
| CCN(C(=O)C1CCCN(c2ncnc3c2nc2n3CCCCC2)C1)c1cccc(Cl)c1 (configuration not stated) | -10% | ? | ? | -2 | -13% | -28%&-9% | ? | ? | -48%&-54% |
| O=C(O)c1ccc(C2NCC(c3ccccc3Cl)c3c2[nH]c2ccccc32)cc1 (configuration not stated) | -19% | 0% | -14% | 31 | 1% | -6% | -23% | i | 1% |
| CCOC(=O)c1cc(-c2ccc(OC)cc2)nc2c1c(C)nn2CCC#N | 1% | ? | -8% | 0 | 6% | -2% | 0% | i | -13% |

Three compounds from above, arranged by their value in IL-1B inflam inh, highest first.
Compound,IL-1B inflam inh,SW480 rerep
CSC1=NCCN1C(=O)c1ccc(S(=O)(=O)N2CCCCC2)cc1,6,-14%
O=C(N/N=C/c1cccc(F)c1)c1c(O)c2c([nH]c1=O)CCCC2,4,0%
CC(=O)c1c(C)[nH]c(C(=O)OC2CCOC2=O)c1C (configuration not stated),2,-10%

Next part
| smiles | HT1080 IDH1KD tx | MCF10A rereplic | ATXN2 expr inh | IL-1B inflam inh | SW480 rerep | KB-3-1 cytotox | HT1080-NT tox | S2 tox | HepG2 viability |
| --- | --- | --- | --- | --- | --- | --- | --- | --- | --- |
| CCCCN(C(=O)CN(C)CC(=O)Nc1cccc(OC)c1)c1c(N)n(CCCC)c(=O)[nH]c1=O | 0% | 13% | 2% | 0 | -31%[inhibitor] | -3% | 0%[9.24 µM] | i | 23% |
| Cc1ccc(S(=O)(=O)N(CC(=O)NCc2ccco2)Cc2ccc(F)cc2)cc1 | 2% | 2% | -4% | -10 | -1% | 2% | 13% | i | -12% |
| c1ccc(N2CCN(c3ncnc4scc(-c5cccs5)c34)CC2)cc1 | 9% | ? | -29% | -9 | ? | -17% | 0% | i | -6% |
| Cc1cc(C)cc(NC(=O)CN2C(=O)C3CC=CCC3C2=O)c1 (configuration not stated) | 12% | -3% | 11% | -12 | 10% | 14% | -1%[9.24 µM] | i | -2% |
| CCOC(=O)CC1C(=O)NCCN1C(=O)COc1ccc(Br)cc1C (configuration not stated) | 15% | 1% | 6% | 5 | -3% | 0% | -1% | ? | 2% |
| COc1ccc(CCN2CC(C(=O)OC(C)C(=O)Nc3cccc(Cl)c3)CC2=O)cc1OC (configuration not stated) | 5% | 9% | . | 3 | -11% | 9% | -2% | i | 6% |
| Cc1ccc2[nH]cc(C(c3ccccc3)c3cccs3)c2c1 (configuration not stated) | . | . | ? | . | . | -28% | . | ? | 16µM* |
| COC(CNS(=O)(=O)c1ccc(S(=O)(=O)NC2CC2)cc1)OC | -6% | 0% | 5% | -3 | -4% | -9% | -8% | i | -3% |
| O=C(CCCOc1ccc(Cl)cc1Cl)NCCc1nnc2ccccn12 | 9% | 1% | 18% | 0 | -12% | -3% | 16% | i | 7% |
| Cc1ccc2c(c1)c1c(c(=O)n(-c3cccc(Cl)c3)c(=O)n1CC(=O)Nc1c(C)cccc1C)n2C | . | . | 10% | . | . | -7% | . | i | 4% |

By substructure, the compounds so far with a carbonyl joined to an NH by a bond outside any ring.
| smiles | HT1080 IDH1KD tx | MCF10A rereplic | ATXN2 expr inh | IL-1B inflam inh | SW480 rerep | KB-3-1 cytotox | HT1080-NT tox | S2 tox | HepG2 viability |
| --- | --- | --- | --- | --- | --- | --- | --- | --- | --- |
| O=C(N/N=C/c1cccc(F)c1)c1c(O)c2c([nH]c1=O)CCCC2 | 23% | 1% | 52%[activator] | 4 | 0% | ? | 27% | i | -10% |
| Cc1ccc(F)cc1NC(=O)C1CC(=O)N(Cc2ccccc2)C1 (configuration not stated) | 5% | . | . | 8 | . | 22% | -1% | i | -8% |
| COc1ccc(NC(=O)CO/N=C(\C)c2cccs2)cc1 | -5% | -6% | -2% | -13 | 0% | -8% | 1% | i | 0% |
| CSCC[C@H](NC(=O)OC(C)(C)C)c1nnc(SCC=C(C)C)o1 | 3% | 6% | 3% | 14 | -16% | -4% | 13% | i | -37% |
| Cc1ccsc1C(=O)NC1CCCCC1C (configuration not stated) | 0% | 5% | . | -1 | -7% | 3% | 0% | i | 5% |
| CCCCN(C(=O)CN(C)CC(=O)Nc1cccc(OC)c1)c1c(N)n(CCCC)c(=O)[nH]c1=O | 0% | 13% | 2% | 0 | -31%[inhibitor] | -3% | 0%[9.24 µM] | i | 23% |
| Cc1ccc(S(=O)(=O)N(CC(=O)NCc2ccco2)Cc2ccc(F)cc2)cc1 | 2% | 2% | -4% | -10 | -1% | 2% | 13% | i | -12% |
| Cc1cc(C)cc(NC(=O)CN2C(=O)C3CC=CCC3C2=O)c1 (configuration not stated) | 12% | -3% | 11% | -12 | 10% | 14% | -1%[9.24 µM] | i | -2% |
| COc1ccc(CCN2CC(C(=O)OC(C)C(=O)Nc3cccc(Cl)c3)CC2=O)cc1OC (configuration not stated) | 5% | 9% | . | 3 | -11% | 9% | -2% | i | 6% |
| O=C(CCCOc1ccc(Cl)cc1Cl)NCCc1nnc2ccccn12 | 9% | 1% | 18% | 0 | -12% | -3% | 16% | i | 7% |
| Cc1ccc2c(c1)c1c(c(=O)n(-c3cccc(Cl)c3)c(=O)n1CC(=O)Nc1c(C)cccc1C)n2C | . | . | 10% | . | . | -7% | . | i | 4% |

Assay outcomes as filed in PubChem BioAssay.
